Bcl-2 Bim block – inhibitors of Bim-Bcl-2 interaction, human; Bead-based flow cytometry, Bim peptide-Bcl-2 binding; P10415; inhibition, % at 10 µM; 0.06% of 190,000 active; AID 950; in the data active = inhibition above about 40%; inconclusive = no clear call, values can overlap the other calls;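 note: 0% = no compound wells with probe peptide and 100% = reference peptide inhibitor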
Target sequence (P10415 whole entry, looked up): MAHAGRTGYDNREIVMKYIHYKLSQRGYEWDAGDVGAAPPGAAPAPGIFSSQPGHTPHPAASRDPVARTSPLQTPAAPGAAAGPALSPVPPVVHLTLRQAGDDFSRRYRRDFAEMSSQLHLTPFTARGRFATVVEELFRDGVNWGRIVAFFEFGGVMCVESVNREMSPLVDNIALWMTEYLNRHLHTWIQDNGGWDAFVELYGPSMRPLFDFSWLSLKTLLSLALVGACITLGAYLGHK
RGS4-Gao reg – modulates binding of RGS4 to human Galphao. binding response (% of control), % at 10 µM. P09471. Multiplexed bead flow cytometry; actives lie on both sides. 0.33% of 220,000 active. AID 1415; in the data active = binding response below about 49% or above about 150%; inactive = in between;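 note: fluorescent Galphao activated with aluminum fluoride binding bead-coupled RGS4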
Mcl1-Bid inh – disrupts binding of human Mcl-1 to Bid peptide; AID 1021; inhibition, % at 21.7 µM; 0.97% of 220,000 active; TR-FRET Mcl-1/Bid-Dy647 peptide binding, 1536-well; Q07820;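 active = compounds that cut the binding signal by more than half at the single screening dose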;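 note: His-tagged Mcl-1 with europium anti-His antibody binding Bid BH3 peptide; 0% = Mcl-1 plus peptide wells and 100% = peptide-only wells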
Bfl-1 Bim block – inhibitors of Bim-Bfl-1 interaction, human | Bead-based flow cytometry, Bim-Bfl-1 binding inhibition | Q16548 | inhibition, % at 10 µM | 0.12% of 190,000 active;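 note: 0% = wells without compound plus tracer and 100% = blocker peptide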
RGS7-Gao reg – regulators of human RGS7-Galphao interaction. Multiplexed bead flow cytometry, RGS7-Galphao binding; actives lie on both sides. 0.35% of 220,000 active. binding response (% of control), % at 10 µM; in the data active = binding response below about 49% or above about 150%; inconclusive = no clear call, values can overlap the other calls; inactive = in between;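 note: fluorescent Galphao held in activated GDP-AlF4 state binding bead-coupled RGS7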
Bcl-B Bim block – human Bim-Bcl-B interaction inhibition; bead-based flow cytometry, Bim peptide-Bcl-B binding; inhibition, % at 10 µM; 0.073% of 190,000 active; AID 951;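 note: 0% = tracer peptide without compound and 100% = reference inhibitor peptide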
Target sequence (Q9HD36 whole entry, looked up): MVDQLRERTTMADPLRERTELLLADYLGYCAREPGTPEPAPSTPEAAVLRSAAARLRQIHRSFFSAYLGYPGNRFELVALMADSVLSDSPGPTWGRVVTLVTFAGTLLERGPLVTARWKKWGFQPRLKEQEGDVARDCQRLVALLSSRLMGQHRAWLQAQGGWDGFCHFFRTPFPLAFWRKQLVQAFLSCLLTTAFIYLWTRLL
RGS8-Gao – modulates binding of RGS8 to human Galphao | multiplexed bead flow cytometry; actives lie on both sides | response (percent of control binding), % at 10 µM | 0.34% of 220,000 active; in the data active = response below about 60% or above about 140%; inactive = in between;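 note: Galphao activated as the GDP aluminium fluoride complex binding bead-coupled RGS8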
Mcl1 Noxa PPI – Mcl-1/Noxa interaction inhibition; 1.5% of 220,000 active; inhibition, % at 21.7 µM; TR-FRET Mcl-1/Noxa peptide binding, 2 h; Q07820;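 active = compounds that cut the protein-peptide binding signal by more than 50% relative to plate controls in a single-dose test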;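 note: His-tagged Mcl-1 with rhodamine Noxa BH3 peptide and terbium anti-His antibody; 0% = Mcl-1 plus Noxa peptide wells and 100% = peptide-only wells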
Bim-Bcl-W – disrupts Bim peptide binding to human Bcl-W | inhibition, % at 10 µM | 0.02% of 190,000 active | bead-based flow cytometry | Q92843 | AID 952;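 note: 0% = bound tracer without compound and 100% = peptide blocker; higher means less fluorescent Bim peptide bound to Bcl-W beads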
Target sequence (Q92843 whole entry, looked up): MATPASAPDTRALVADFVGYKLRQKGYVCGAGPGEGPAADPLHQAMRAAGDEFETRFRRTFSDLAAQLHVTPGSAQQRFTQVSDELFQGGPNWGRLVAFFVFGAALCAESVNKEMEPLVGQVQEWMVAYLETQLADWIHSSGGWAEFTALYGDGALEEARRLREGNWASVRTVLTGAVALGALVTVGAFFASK
Bim-Mcl-1 – human Bim-Mcl-1 interaction inhibition; Q07820; Bead-based flow cytometry, Bim peptide-Mcl-1 binding; inhibition, % at 10 µM; 0.1% of 190,000 active; AID 1009;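 note: 0% = no compound tracer wells and 100% = peptide blocker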
Bcl-XL Bim block – human Bim-Bcl-XL interaction inhibition. 0.04% of 190,000 active. inhibition, % at 10 µM. Bim peptide-Bcl-XL binding, bead flow cytometry, fluorescence. AID 1007
Target sequence (Q07817 whole entry, looked up): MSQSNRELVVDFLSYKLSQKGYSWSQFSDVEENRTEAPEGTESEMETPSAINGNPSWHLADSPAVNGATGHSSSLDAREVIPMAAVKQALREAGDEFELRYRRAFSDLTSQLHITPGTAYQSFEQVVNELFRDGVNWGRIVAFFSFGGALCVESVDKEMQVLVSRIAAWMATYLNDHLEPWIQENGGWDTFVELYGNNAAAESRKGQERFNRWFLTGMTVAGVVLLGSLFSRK
Starred values were filed as active, the others as inactive; u = inconclusive; x = no result given. Cut-off read from the data, not from the text of the source, unless noted: active = inhibition above about 40%.

1	CN(C)c1ccc([C@@H]2[C@@H]([N+](=O)[O-])[C@H]3C=Cc4ccccc4N3[C@H]2C(=O)c2ccc(Cl)cc2)cc1
2	CN(C)c1oc(-c2ccccc2Cl)nc1P(=O)(c1ccccc1)c1ccccc1
3	Cc1cc(C)c(Cn2c(=O)n(CCCC(=O)NCc3ccco3)c(=O)c3sccc32)c(C)c1
4	O=C1OC(c2ccccc2)C2(CCCC2)C(=O)C12CCCC2 (centres undefined)
5	Cc1c(NC(=O)Nc2ccc(Cl)c(Cl)c2)c(=O)n(-c2ccccc2)n1C
6	CCOc1cc(S(=O)(=O)NCc2cccs2)ccc1Cl
7	O=C(NCc1ccco1)C(Cc1ccccc1)N1C(=O)c2ccccc2C1=O (centres undefined)
8	CCOC(=O)c1sc2nc(N3CCOCC3)c3c(c2c1N)CCN(C)C3

screen / no.	1	2	3	4	5	6	7	8
Bim-Bcl-W	16	1	6	2	1	-1	0	2
Bcl-XL Bim block	x	0	-2	-8	-3	-8	-2	-2
Bfl-1 Bim block	1	-6	-3	-15	-9	-15	2	-6
Mcl1-Bid inh	-47	-12	19	-1	-20	-16	-14	-98
Bim-Mcl-1	0	0	2	14	2	-2	0	0
RGS7-Gao reg	95	105	96	97	101	99	99	97
Mcl1 Noxa PPI	17	64*	-8	12	13	6	-3	-11
RGS8-Gao	98	105	100	100	101	101	101	98
Bcl-2 Bim block	x	-9	1	-5	-8	-10	0	1
Bcl-B Bim block	-49	-5	0	-6	-4	-6	0	-5
RGS4-Gao reg	92	109	99	98	101	103	100	96

9	COc1nc(-c2ccccc2Cl)ccc1C#N
10	CN1CCN(c2ccccc2NC(=O)c2ccc(F)cc2)CC1
11	N#Cc1ccccc1OCC(=O)NCC1(N2CCCCC2)CCCCC1
12	CCC(C)NCC(=O)Nc1ccc(-c2nc3cc(NC(=O)CNC(C)CC)ccc3o2)cc1 (centres undefined)
13	COc1cc(NC(=O)c2noc3c2CCC3)c(OC)cc1Cl
14	CCN(Cc1ccccc1)C(c1ccc(C(F)(F)F)cc1)c1nnnn1C(C)(C)C (centres undefined)
15	CC1(C)CC(=O)C2=C(C1)OC(N)=C(C#N)C2Cc1ccccc1 (centres undefined)
16	Cc1ccc(S(=O)(=O)N2CCOCC2)cc1C(=O)Nc1nc(-c2cccnc2)cs1

screen / no.	9	10	11	12	13	14	15	16
Bim-Bcl-W	0	x	-1	-3	-1	-8	-4	-2
Bcl-XL Bim block	3	x	-3	-1	-3	-9	-3	-4
Bfl-1 Bim block	-9	x	-4	1	1	-9	-4	3
Mcl1-Bid inh	2	7	-51	-5	-14	-3	-34	-19
Bim-Mcl-1	-1	x	-2	-2	-3	-8	-4	0
RGS7-Gao reg	97	u	96	90	82	107	103	102
Mcl1 Noxa PPI	9	22	8	32	63*	-6	3	13
RGS8-Gao	104	101	100	98	79	105	101	100
Bcl-2 Bim block	-7	x	-2	-3	0	-1	-6	-2
Bcl-B Bim block	-6	x	-3	0	-2	-12	-1	-5
RGS4-Gao reg	101	99	99	91	70	103	103	100

17	O=C(/C=C/c1ccc([N+](=O)[O-])cc1)Nc1cccnc1
18	O=c1cc(O)c2sc(Nc3cccc(C(F)(F)F)c3)nc2[nH]1
19	O=C(O)CCS(=O)(=O)Cc1ccccc1F
20	COC(=O)C1=C(N)n2c(s/c(=C\c3cccnc3)c2=O)=C(C(=O)OC)C1c1cccnc1 (centres undefined)
21	COc1ccc(/C=N/N2C(=N)SCC2=O)cc1
22	Cc1cc(C(=O)COC(=O)c2ccc(N)c([N+](=O)[O-])c2)c(C)n1-c1ccc2c(c1)OCO2
23	COc1ccc(S(=O)(=O)N2CCOC2CNC(=O)C(=O)NCCc2ccc(OC)c(OC)c2)cc1 (centres undefined)
24	CC(C)CCNC(=O)CSc1nc2ccccc2s1

screen / no.	17	18	19	20	21	22	23	24
Bim-Bcl-W	1	-3	-1	-2	x	-1	-3	-2
Bcl-XL Bim block	-2	-6	0	-11	x	-7	-8	-4
Bfl-1 Bim block	0	1	-3	3	x	-12	0	0
Mcl1-Bid inh	12	-82	-4	-23	-12	-50	-3	-18
Bim-Mcl-1	0	-3	-4	0	x	-2	-2	-1
RGS7-Gao reg	105	101	100	100	u	94	101	u
Mcl1 Noxa PPI	-2	15	-3	20	10	8	0	-2
RGS8-Gao	101	99	102	96	99	104	94	100
Bcl-2 Bim block	-3	1	0	2	x	-6	-1	-4
Bcl-B Bim block	0	-4	-2	0	x	-6	-4	-7
RGS4-Gao reg	103	95	101	102	98	95	98	99

25	Cc1ccc(/C=C/C(=O)OCC(=O)NCCN2C(=O)CSC2=O)o1
26	Cc1ccc(NS(=O)(=O)c2ccc(C(=O)N3CCCN(C)CC3)cc2)cc1
27	CCOc1ncccc1C(=O)OCC(=O)c1ccccc1
28	CCOc1ccc(C(=O)N[C@H](C(=O)O)C(C)C)cc1
29	S=C1N(c2ccccc2)C(c2cccc3ccccc23)N2CCCN12 (centres undefined)
30	Cn1c(=O)c2c(SCc3ccccc3)nc(C3CC3)nc2n(C)c1=O
31	O=C(NCc1ccccn1)c1cccc(NS(=O)(=O)c2cccc(F)c2)c1
32	CC1Oc2ccccc2C=C1/C=N/NC(=O)c1ccccc1 (centres undefined)

screen / no.	25	26	27	28	29	30	31	32
Bim-Bcl-W	-1	-2	0	2	-2	x	-4	9
Bcl-XL Bim block	0	-4	0	4	-2	x	-5	15
Bfl-1 Bim block	1	-5	-1	4	-8	x	0	20
Mcl1-Bid inh	-17	-43	-2	9	2	-13	-14	4
Bim-Mcl-1	1	-3	0	6	-3	x	-5	6
RGS7-Gao reg	91	99	92	103	101	u	98	89
Mcl1 Noxa PPI	18	3	-9	8	4	-26	9	13
RGS8-Gao	97	97	102	103	102	85	102	104
Bcl-2 Bim block	2	-1	0	3	-8	x	-4	21
Bcl-B Bim block	-8	-7	1	5	-8	x	-7	7
RGS4-Gao reg	92	99	101	103	103	75	100	100

Shown as tab-separated lines: 7 of the compounds above
entry	molecule	Bim-Bcl-W	Bcl-XL Bim block	Bfl-1 Bim block	Mcl1-Bid inh	Bim-Mcl-1	RGS7-Gao reg	Mcl1 Noxa PPI	RGS8-Gao	Bcl-2 Bim block	Bcl-B Bim block	RGS4-Gao reg
26	Cc1ccc(NS(=O)(=O)c2ccc(C(=O)N3CCCN(C)CC3)cc2)cc1	-2	-4	-5	-43	-3	99	3	97	-1	-7	99
27	CCOc1ncccc1C(=O)OCC(=O)c1ccccc1	0	0	-1	-2	0	92	-9	102	0	1	101
28	CCOc1ccc(C(=O)N[C@H](C(=O)O)C(C)C)cc1	2	4	4	9	6	103	8	103	3	5	103
29	S=C1N(c2ccccc2)C(c2cccc3ccccc23)N2CCCN12 (centres undefined)	-2	-2	-8	2	-3	101	4	102	-8	-8	103
30	Cn1c(=O)c2c(SCc3ccccc3)nc(C3CC3)nc2n(C)c1=O	x	x	x	-13	x	u	-26	85	x	x	75
31	O=C(NCc1ccccn1)c1cccc(NS(=O)(=O)c2cccc(F)c2)c1	-4	-5	0	-14	-5	98	9	102	-4	-7	100
32	CC1Oc2ccccc2C=C1/C=N/NC(=O)c1ccccc1 (centres undefined)	9	15	20	4	6	89	13	104	21	7	100

Next part.
33	O=C(O)COc1ccc(/C=N/n2cnc3scc(-c4cccs4)c3c2=O)cc1
34	CCOC(=O)Nc1sc(C)c(C)c1C(N)=O
35	O=C(O)CC(c1ccccc1)n1cnnn1 (centres undefined)
36	COc1ccc(S(=O)(=O)NC(C)C(=O)O)cc1 (centres undefined)
37	CC(C)NC(=O)CCCc1c[nH]c2ccccc12
38	O=C(Nc1ccc2c(c1)OCCO2)c1cc(-n2cnnc2)ccc1Cl
39	CCN(CCNC(=O)C1CCN(S(C)(=O)=O)CC1)c1ccccc1
40	CC(=O)NC1=NN(C(C)=O)C(c2cccs2)S1 (centres undefined)

screen / no.	33	34	35	36	37	38	39	40
Bim-Bcl-W	0	-7	-1	-4	0	-3	-3	1
Bcl-XL Bim block	-3	-9	-2	-9	-1	-4	-1	0
Bfl-1 Bim block	-1	-13	0	-2	-2	0	-6	1
Mcl1-Bid inh	-31	-16	-12	-14	-43	-17	-43	-11
Bim-Mcl-1	0	-4	-1	-2	-1	-3	-2	0
RGS7-Gao reg	107	96	101	103	121	97	112	98
Mcl1 Noxa PPI	12	-1	14	16	-2	-1	13	-10
RGS8-Gao	102	94	111	100	100	97	101	97
Bcl-2 Bim block	2	-6	-1	-4	0	-2	0	-1
Bcl-B Bim block	0	-16	0	-2	-6	-6	1	-6
RGS4-Gao reg	104	96	105	101	101	97	113	95

41	CCOC(=O)c1nc2cc3n(c(CC(C)C)c-2c1C)CC(C)=C3C
42	COc1ccc(C/C(=N\O)c2ccc(OC)cc2)cc1
43	CCc1ccc2c(c1)[C@H]1OCC[C@H]1[C@@H](c1cccs1)N2
44	COCCCNc1nc(N)c([N+](=O)[O-])c(Nc2ccccc2OC)n1
45	O=S(=O)(/N=C/c1c(O)ccc2ccccc12)c1cccs1
46	C=CCn1c(SCC(=O)Nc2ccc3c(c2)CCC3)nnc1-c1cccs1
47	O=C(CN1CCN(c2ccccc2Cl)CC1)NC1CCCc2ccccc21 (centres undefined)
48	CSCCC(NS(=O)(=O)c1ccc2c(c1)oc(=O)n2C)C(=O)NCc1ccc(C)cc1 (centres undefined)

screen / no.	41	42	43	44	45	46	47	48
Bim-Bcl-W	6	-6	-1	x	0	-1	-8	x
Bcl-XL Bim block	8	-2	-3	x	-7	-1	-7	x
Bfl-1 Bim block	14	3	1	x	-5	-6	-14	x
Mcl1-Bid inh	-4	0	-70	-13	-16	-17	16	-34
Bim-Mcl-1	3	-3	0	x	-2	-1	-4	x
RGS7-Gao reg	101	96	101	u	99	98	103	u
Mcl1 Noxa PPI	21	-2	11	-3	46	12	6	-2
RGS8-Gao	101	89	104	102	104	103	103	101
Bcl-2 Bim block	24	7	1	x	-7	-4	-7	x
Bcl-B Bim block	1	4	-3	x	-9	-3	-14	x
RGS4-Gao reg	104	96	103	104	105	99	102	97

Screening results as filed in PubChem BioAssay.
